# aDG glyco up: increases alpha dystroglycan glycosylation; Pro5-aDG cells, alpha-DG glycosylation AlphaScreen (IIH6); 0% Pro5, 100% B10-LARGE cell signal; activation, % at 10 µM; actives 0.22% (n = 360,000);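 active means activation of at least 8% versus controls, or a plate z-score of at least 8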;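 further: Pro5 are CHO cells carrying HIG-tagged alpha-DG that lacks glycosylation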
# ABCB6 inh MLPCN: inhibitors of human ABC transporter ABCB6; Q9NP58; K562-ABCB6 porphyrin accumulation, flow cytometry, 1 h; stronger effect = lower value; fluorescence ratio to DMSO, % at 10 µM; actives 0.19% (n = 360,000); AID 602162;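 active means fluorescence ratio to DMSO below 75%, the collection mean minus 3 SD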;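 further: signal is porphyrin accumulated inside mitochondria; 100% equals median channel fluorescence of DMSO control wells; lower ratio means ABCB6 inhibition with less porphyrin fluorescence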
# Cardio protect: modulators protecting cardiomyocytes from myocardial damage. actives 0.63% (n = 360,000). H9c2 cardiomyocytes, H2O2 injury protection, ATPLite, 2 h. protection from H2O2 cell death, % at 20 µM;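 active means compounds giving at least 50% protection of heart cells from peroxide-induced death in the single-dose screen, raw or plate-pattern-corrected value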;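 further: 0% = DMSO wells with peroxide and 100% = DMSO wells without peroxide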
# MC4R antag cAMP: blocks human MC4R cAMP signaling | MC4R-expressing cells, MTII-stimulated cAMP, LANCE TR-FRET | AID 540295 | actives 0.48% (n = 360,000) | inhibition, % at 6.5 µM;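 active means inhibition above its plate's cutoff, the mean of tested wells on that plate plus 3 SD, cut at about 29% in these data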;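 further: 0% = Melanotan II alone and 100% = Melanotan II plus saturating MCL0020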
# Target sequence (P32245 whole entry, looked up): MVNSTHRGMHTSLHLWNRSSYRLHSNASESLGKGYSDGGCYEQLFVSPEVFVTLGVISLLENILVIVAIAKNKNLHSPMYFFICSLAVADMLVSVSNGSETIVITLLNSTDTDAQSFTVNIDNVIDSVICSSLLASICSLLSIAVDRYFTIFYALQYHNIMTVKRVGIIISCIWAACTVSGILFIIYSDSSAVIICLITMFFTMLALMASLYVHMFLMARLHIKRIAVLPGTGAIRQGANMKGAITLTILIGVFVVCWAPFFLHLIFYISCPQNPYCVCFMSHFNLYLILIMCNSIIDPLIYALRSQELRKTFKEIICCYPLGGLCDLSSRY
#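 Material: U2OS-MC4R stable cell line | Reagent: Melanotan II challenge after compound preincubation | Doses: One concentration, 6.5 µM nominal | Incubation: 30-min compound preincubation, 1-h Melanotan II challenge, 1-h detection, room temperature | Signal: TR-FRET cAMP assay | Replicates: One well per compound, no replicates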
# N-glyco inh: blocks N-linked glycosylation in D54 reporter cells | D54 ERlucT glycosylation luciferase reporter, 24 h; percent of 100 nM tunicamycin response | reporter increase, % at 12.5 µM | actives 0.23% (n = 360,000);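 active means mean luciferase reporter signal, scaled so untreated is 0 and the glycosylation-blocking control 100, at or above a set limit in every replicate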;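 further: luciferase carries N-glycosylation sites so blocking glycosylation raises the light; 0% = median of neutral control wells and 100% = median of 100 nM tunicamycin wells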
# Vif imaging: blocks HIV Vif function; HEK293T cells, Vif self-association by quenched fluorescence, imaging, 24 h; inhibition, % at 7.49 µM; actives 0.35% (n = 340,000); AID 602346; in the data active means inhibition above about 50%, passing the limit was not always enough; further: some results filed as inactive read as strong as hits
# MC4R ag barr: activates human MC4R beta-arrestin recruitment | P32245 | U2OS MC4R beta-arrestin complementation, luminescence; percent of melanotan II response, DMSO zero | activation, % at 8.9 µM | actives 0.98% (n = 360,000) | AID 540308;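 active means activation above a per-plate cutoff, the mean activation of sample wells on that plate plus 3 SD, cut at about 8% in these data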
# CaV13 ICDI inh: Primary screen for inhibitors of IQ motif and Ca2+-dependent inactivation inhibitor domain binding in CACNA1D, Förster resonance energy transfer in living cells, …; HEK cells, CFP/YFP FRET ICDI-IQ, plate reader, 10 min; percent FRET-ratio fall versus neutral wells; inhibition, % at 12.3 µM; actives 0.098% (n = 340,000);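 active means mean replicate inhibition of at least 30% and at least 1% of replicates passing that level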;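 further: 0% = median of the neutral control wells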
# HTR2A ag: agonists of mouse serotonin 5-HT2A receptor (HTR2A); CHO-K1 mHTR2A beta-arrestin complementation, luminescence; percent of 30 µM serotonin response; P35363; actives 0.66% (n = 360,000); AID 624169; activation, % at 7.6 µM;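 active means activation above a run cutoff, the mean activation of all tested compounds plus 3 SD, cut at about 14% in these data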;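 further: 0% = plate median of compound wells and 100% = 30 µM serotonin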
# PDI turbidity: PDI (human) enzyme inhibition. PDI insulin aggregation turbidity, A650, 90 min. inhibition, % at 10 µM. actives 0.052% (n = 350,000). AID 588391;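 active means mean inhibition across replicates of 30% or more, whatever share of single replicates reach that level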;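 further: absorbance from insulin aggregation driven by PDI reduction with DTT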
# Target sequence (P07237 whole entry, looked up): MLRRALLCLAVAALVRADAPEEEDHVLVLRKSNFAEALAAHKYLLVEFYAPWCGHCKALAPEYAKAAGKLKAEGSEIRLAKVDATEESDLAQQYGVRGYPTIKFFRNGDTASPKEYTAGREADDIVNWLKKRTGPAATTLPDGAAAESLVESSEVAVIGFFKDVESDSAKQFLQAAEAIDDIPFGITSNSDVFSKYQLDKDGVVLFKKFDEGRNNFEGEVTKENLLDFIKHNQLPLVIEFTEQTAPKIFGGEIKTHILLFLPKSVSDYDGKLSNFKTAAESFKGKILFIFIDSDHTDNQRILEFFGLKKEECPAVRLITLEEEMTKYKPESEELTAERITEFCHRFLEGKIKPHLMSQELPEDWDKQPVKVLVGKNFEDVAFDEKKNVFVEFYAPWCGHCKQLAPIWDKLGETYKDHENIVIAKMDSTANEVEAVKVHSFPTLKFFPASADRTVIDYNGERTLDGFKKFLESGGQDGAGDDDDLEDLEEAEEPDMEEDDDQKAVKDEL
# * hit, by the source's call; . = not tested or not shown.
SMILES,aDG glyco up,ABCB6 inh MLPCN,Cardio protect,MC4R antag cAMP,N-glyco inh,Vif imaging,MC4R ag barr,CaV13 ICDI inh,HTR2A ag,PDI turbidity
O=C(N/N=C\c1cccnc1)c1ccc(Br)s1,0.0,103.0,-8.1,0.0,2.4,2.2,-1.6,.,-4.7,-0.2
CC(=O)c1c(N2CCOCC2)nc(=S)n(-c2ccccc2)c1C,-0.2,80.0,3.9,-5.7,1.9,-1.2,-0.3,.,-0.7,0.9
CN(C)c1nc(N)nc(Cn2nnc(-c3ccc(C(F)(F)F)cc3)n2)n1,0.2,95.0,-14.2,7.2,-3.3,-4.8,7.3,-0.1,-2.1,-2.5
CN(C)c1ccc(C(=O)N2CCCC(CCC(=O)N3CCN(c4ccccn4)CC3)C2)cc1 (centres undefined),0.1,93.0,-3.1,-7.6,-1.5,-14.4,-2.2,-6.1,3.6,4.9
Clc1ccc2[nH]c3c(c2c1)CNCC3,0.0,102.0,-4.8,2.1,-5.6,-9.4,1.9,-3.5,-9.8,8.3
CCC(C)Cn1cnc2c(Sc3c([N+](=O)[O-])ncn3C)nc(N)nc21 (centres undefined),-0.1,97.0,-4.5,5.0,-0.6,-4.1,0.6,-8.7,-0.6,-3.9
C[C@H](CO)N1C[C@H](C)[C@@H](CN(C)C(=O)Nc2ccc(C(F)(F)F)cc2)Oc2c(cccc2N(C)C)C1=O,-0.2,99.0,-2.7,6.2,1.2,2.4,-0.5,-4.1,0.5,14.5
O=C(CN1C(=O)C2(OCCCO2)c2ccccc21)NCc1ccccc1,0.4,97.0,6.2,0.3,1.7,-6.5,0.1,-3.3,-2.2,-0.2
CCCn1c(=S)[nH]c2cc(OC)c(OC)cc2c1=O,0.0,99.0,6.4,-18.9,4.6,-4.9,1.4,-6.6,6.4,-3.9
CC(=O)Nc1ccc(S(=O)(=O)NC2CC(=O)N(c3ccc(C)cc3)C2)cc1 (centres undefined),0.2,100.0,-5.4,4.8,-1.0,-8.1,-2.3,-14.6,12.6,4.5
Cc1onc(-c2ccccc2Cl)c1C(=O)OCN1C(=O)c2ccccc2C1=O,0.1,97.0,0.5,3.6,1.1,-6.6,-0.4,-3.6,-2.4,3.5
O=C(O/N=C1/CCSc2ccccc21)c1ccc(F)cc1,-0.1,99.0,-12.2,3.2,3.7,-1.4,5.6,-7.0,4.4,-17.2
CC(C)CC(=O)/C(=C/c1ccc(N(C)C)cc1)n1cncn1,0.1,96.0,-4.6,3.1,2.5,.,-0.1,-4.6,1.0,1.7
COc1ccccc1N1CCN(C(=O)c2oc3ccc(F)cc3c2C)CC1,-0.3,101.0,7.3,0.5,9.6,-7.0,1.8,-4.5,-1.3,2.2
COc1cc(CNc2ccc(N3CCCC3)cc2)ccc1OCc1ccccc1F,0.1,106.0,-13.0,1.7,2.4,0.6,-2.8,.,-0.5,-9.1
COc1ccc(CCn2c(NN)nc3c2c(=O)[nH]c(=O)n3C)cc1,-0.3,96.0,9.1,-8.0,15.2,8.4,-1.1,7.4,0.1,-4.3
COc1ccc(C(C(=O)NCC2CCCO2)N(C(=O)CNC(=O)c2cccs2)c2ccc(C)cc2)cc1OC (centres undefined),0.0,96.0,-0.6,4.4,1.1,11.8,1.0,-4.5,-0.1,-1.0
COc1ccc(-n2c(SCC(=O)c3ccc[nH]3)nnc2-c2ccccc2)cc1,0.2,98.0,1.7,-5.1,-2.4,-5.6,-0.9,-5.8,2.1,-4.3
Cc1ccc(S(=O)(=O)NCC(=O)OCC(=O)Nc2cccc(S(=O)(=O)NC3=NCCCCC3)c2)cc1,-0.5,106.0,-1.5,8.8,3.0,-0.3,1.4,-2.1,-1.6,-7.8
CCN(CC)CCn1c(=N)n(CCO)c2ccccc21,-0.3,89.0,11.2,16.7,1.8,6.3,1.3,-7.2,-0.1,0.4
CC(NCC1COc2ccccc2O1)C(=O)NCc1ccccc1 (centres undefined),0.1,100.0,3.1,11.9,1.1,18.7,3.3,-9.8,3.6,-7.7
COCCNC(=O)/C(C#N)=C/c1ccc(N2CCOCC2)o1,0.0,98.0,7.2,-29.6,3.2,26.5,-1.7,-5.0,-3.6,0.1
Cc1c(Nc2nc(-c3ccc(Cl)cc3)cs2)c(=O)n(-c2ccccc2)n1C,0.0,100.0,-10.1,9.2,-0.2,-13.9,-1.1,-3.3,6.0,-5.4
Cc1cccc(OCC(=O)N/N=C/c2cc([N+](=O)[O-])ccc2N2CCOCC2)c1,-0.2,96.0,2.3,4.1,2.4,-0.6,-0.7,-1.4,3.7,-10.9
COCCn1c(SCC(=O)N2CCCCC2)nc2c([nH]c3ccccc32)c1=O,-0.3,97.0,-1.2,-9.7,0.1,-11.4,-1.4,.,-4.2,-0.7
O=c1[nH]c2ccccc2n1CCCN1CCCCC1,0.0,99.0,-2.5,16.3,0.4,-0.9,0.6,-3.2,3.6,4.5
Cc1ccc(-c2nnc(Oc3cccc(C)c3)c3ccccc23)cc1,0.4,101.0,-2.3,3.3,-5.8,-8.3,-2.2,-3.5,-2.5,-8.6
CCN1C(=O)c2cccc3c(NC(=O)c4ccc(S(=O)(=O)N5CCOCC5)cc4)ccc1c23,-0.3,95.0,7.6,-5.6,9.5,-2.0,-1.1,-5.4,3.0,-8.2
CC(=O)N1CCN(S(=O)(=O)c2cccc(C(=O)OCc3cccc(F)c3)c2)CC1,0.8,103.0,-17.3,0.8,-4.4,-4.0,-1.4,-3.2,0.4,-2.3
Cc1c(C(=O)Nc2ccc(Oc3ccccc3)cc2)sc2nc3n(c(=O)c12)CCC3,2.8,84.0,-24.1,7.9,3.2,-19.8,-0.2,.,7.0,-2.8
COc1cc(NC(=O)Cc2ccccc2)c(C(=O)O)cc1OC,0.9,92.0,12.0,6.4,3.6,-0.3,-2.4,-4.8,-1.6,0.5
COC(=O)CCN(C(=O)c1ccc(N2CCCC2)c([N+](=O)[O-])c1)c1ccccn1,-0.3,90.0,3.5,5.4,2.3,2.6,-4.4,5.7,-4.5,6.5
CCNc1nc(NCC)nc(-n2nc(C)cc2C)n1,1.3,97.0,6.5,4.6,0.2,1.2,0.3,-7.4,1.3,-3.6
Cc1csc2c(N3CCN(C(=O)Nc4ccc(Cl)c(Cl)c4)CC3)ncnc12,0.3,93.0,-10.7,11.8,1.7,-4.8,-0.3,-3.4,7.8,-4.4
COc1ccccc1C(=O)OCC(=O)NCCNC(=O)COC(=O)c1ccccc1OC,0.0,93.0,18.0,2.9,2.2,3.4,-1.2,-5.4,-1.3,-7.3
CCN(CC(=O)NCc1ccc(Cl)cc1)C(=O)CSc1ccc(F)cc1,0.2,101.0,5.7,3.5,-1.4,6.8,-2.1,-6.6,-10.8,-6.8

# Overlap with the part before: three compounds, then new ones.
SMILES,aDG glyco up,ABCB6 inh MLPCN,Cardio protect,MC4R antag cAMP,N-glyco inh,Vif imaging,MC4R ag barr,CaV13 ICDI inh,HTR2A ag,PDI turbidity
Cc1csc2c(N3CCN(C(=O)Nc4ccc(Cl)c(Cl)c4)CC3)ncnc12,0.3,93.0,-10.7,11.8,1.7,-4.8,-0.3,-3.4,7.8,-4.4
COc1ccccc1C(=O)OCC(=O)NCCNC(=O)COC(=O)c1ccccc1OC,0.0,93.0,18.0,2.9,2.2,3.4,-1.2,-5.4,-1.3,-7.3
CCN(CC(=O)NCc1ccc(Cl)cc1)C(=O)CSc1ccc(F)cc1,0.2,101.0,5.7,3.5,-1.4,6.8,-2.1,-6.6,-10.8,-6.8
Cc1ccccc1C(=O)NCCCNC(=O)c1ccco1,0.0,174.0,1.7,6.1,1.6,4.1,-2.6,-2.5,-6.0,0.4
COCc1ccc([C@@H]2C[C@H]3CN(Cc4cccc(Cl)c4)C(=O)[C@]34CCCN24)o1,0.0,103.0,0.6,5.9,1.3,10.4,-0.7,-3.2,-2.7,5.8
CCCn1c(=N)n(CC(=O)OCC)c2ccccc21,0.8,89.0,7.4,4.0,1.6,11.8,0.1,1.3,10.3,-2.5
CCCCN=C1NN=C(c2cccc([N+](=O)[O-])c2)CS1,0.2,100.0,-12.5,20.1,-0.2,-0.5,-4.0,-4.1,2.6,0.4
CC(=O)n1cc(-c2ccncc2)c2ccccc21,0.0,95.0,37.5,-5.4,4.7,1.6,-0.4,-6.7,-2.9,-5.2
NS(=O)(=O)c1ccc(NCc2ccccc2OCc2ccccc2F)cc1,0.8,101.0,-15.4,4.7,-4.1,-4.2,0.6,-7.8,-7.0,-2.7
Cn1c(-c2ccc3c(c2)OCO3)cnc1NCc1ccccc1,0.9,101.0,5.2,1.9,1.9,16.1,-0.8,-5.9,-5.0,5.1
O=Cc1cccn1-c1sc2c(c1C(=O)O)CCCC2,-0.2,99.0,-6.2,11.8,0.6,12.2,-1.4,-19.0,2.1,-5.3
CCOP(=O)(c1ccccc1)c1nc(-c2ccccc2Cl)oc1N1CCCCC1 (centres undefined),-0.1,95.0,-1.7,3.6,-0.7,7.9,-2.5,-5.2,7.2,0.9
CCOC(=O)C1CCN(Cc2nc3ccc([N+](=O)[O-])cc3c(=O)n2-c2ccc(OC)cc2OC)CC1,-0.1,96.0,2.5,5.1,-2.9,0.1,-3.3,-2.3,-0.4,5.0
CC(C(=O)OCC(=O)Nc1cccc(S(=O)(=O)N(C)C)c1)N1C(=O)c2ccccc2C1=O (centres undefined),-0.2,96.0,0.9,3.4,1.0,16.9,-2.3,-9.5,-3.9,4.6
CC1CCC(NC(=O)c2ccc3nc[nH]c3c2)CC1 (centres undefined),-0.1,90.0,3.0,19.1,2.0,.,-0.7,-2.1,0.4,15.8
CC(C)n1c(/C=C/c2ccccc2)nc2ccccc21,0.2,98.0,-9.6,2.8,0.4,-7.0,-1.2,-4.6,-1.0,-7.7
CCNS(=O)(=O)c1cc(OC)ccc1OC,-0.1,99.0,1.6,2.1,0.0,-13.0,-1.1,-5.0,0.5,-5.3
COc1ccc(C(=O)Oc2ccc(/C=N/NC(=O)Cc3ccc([N+](=O)[O-])cc3)cc2)cc1,0.2,108.0,15.8,-0.1,3.4,1.2,4.0,-3.8,4.7,-16.1
Cn1c(SCC(=O)Nc2ccc(Br)cc2F)nnc1-c1ccco1,-0.4,98.0,-3.9,23.7,7.8,-3.7,0.4,5.3,-2.4,-0.4
O=C(C1COc2ccccc2O1)N1CCc2ccccc21 (centres undefined),0.4,94.0,-2.8,-1.5,-1.5,1.1,-1.6,-8.7,6.1,1.5
O=c1[nH]c(=O)c2nnc(N/N=C/c3ccccc3F)nc2[nH]1,0.0,105.0,4.0,-8.3,1.0,7.3,-0.7,-12.0,-1.6,6.9
COc1cc(OC)cc(C(=O)NC(C(=O)NNC(=O)CN(C)S(=O)(=O)c2ccc(C)cc2)C(C)C)c1 (centres undefined),0.1,99.0,-4.2,3.1,1.8,-4.8,-1.8,-6.0,12.6,-0.6

# Assay outcomes as filed in PubChem BioAssay.
